M1 ag – human M1 muscarinic receptor agonism. activation, % at 3 µM. P11229. actives 0.33% (n = 360,000). CHO-K1 hM1, Fluo-8 calcium fluorescence, agonist mode; 0% DMSO, 100% acetylcholine EC100;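 active means activation above the run's mean compound activation plus 3 SD, cut at about 16% in these data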;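 further: peak over basal fluorescence ratio within a 140 s kinetic read after compound addition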
Target sequence (P11229 whole entry, looked up): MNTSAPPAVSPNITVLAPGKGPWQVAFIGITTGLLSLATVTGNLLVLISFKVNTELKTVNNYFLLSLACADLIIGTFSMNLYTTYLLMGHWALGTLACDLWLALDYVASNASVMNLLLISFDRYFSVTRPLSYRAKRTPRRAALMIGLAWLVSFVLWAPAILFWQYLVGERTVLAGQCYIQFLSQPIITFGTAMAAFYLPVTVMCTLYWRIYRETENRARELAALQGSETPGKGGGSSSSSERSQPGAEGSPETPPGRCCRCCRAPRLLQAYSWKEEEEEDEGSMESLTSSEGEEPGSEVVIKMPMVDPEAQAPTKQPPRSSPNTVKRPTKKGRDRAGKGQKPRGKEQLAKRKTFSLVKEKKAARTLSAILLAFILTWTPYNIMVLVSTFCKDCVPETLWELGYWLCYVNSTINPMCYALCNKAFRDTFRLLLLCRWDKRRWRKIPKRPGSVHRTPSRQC
CHO-K1 Ca antag – nonselective inhibitor or artifact in parental CHO-K1 cells. inhibition, % at 3 µM. AID 602250. ATP-induced calcium, Fluo-8 fluorescence. actives 0.6% (n = 360,000);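 active means inhibition above a per-plate cutoff, the plate's mean sample inhibition plus 3 SD, cut at about 24% in these data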;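 further: 0% = DMSO plus EC80 ATP and 100% = DMSO alone without ATP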
TAAR1 antagonist – antagonists of human TAAR1; inhibition, % at 3 µM; actives 1.5% (n = 360,000); Q96RJ0; AID 624466; CHO RD-HGA16 TAAR1, Fluo-8 calcium fluorescence, antagonist;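 active means inhibition above a per-plate cutoff, the mean inhibition of test compounds on that plate plus 3 SD, cut at about 49% in these data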;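 further: 0% = DMSO plus EC80 beta-PEA response and 100% = DMSO alone without agonist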
Target sequence (Q96RJ0 whole entry, looked up): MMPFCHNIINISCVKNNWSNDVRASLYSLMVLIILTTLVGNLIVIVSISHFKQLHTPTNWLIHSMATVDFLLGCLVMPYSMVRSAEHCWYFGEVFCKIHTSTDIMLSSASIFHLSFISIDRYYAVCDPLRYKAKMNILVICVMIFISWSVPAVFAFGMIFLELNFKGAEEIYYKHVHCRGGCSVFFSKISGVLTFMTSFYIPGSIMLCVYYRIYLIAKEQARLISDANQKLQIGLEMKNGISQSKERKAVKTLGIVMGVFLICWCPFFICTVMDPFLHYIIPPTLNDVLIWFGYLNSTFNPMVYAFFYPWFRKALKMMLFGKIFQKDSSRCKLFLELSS
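System: CHO RD-HGA16 cells bearing hTAAR1. Reagent: EC80 β-phenethylamine stimulus. Schedule: seeding 17-24 h prior, 75-min 37 °C, 30-min RT dye loading. Signal: Fluo-8 intracellular calcium dye fluorescence, real-time kinetic reads. Read-out: % inhibition from peak post-agonist over basal fluorescence ratio. Benchmarks: vehicle wells and EC80 agonist wells. Replicates: n of 1.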
TAAR1 agonist – human TAAR1 agonism; Q96RJ0; CHO RD-HGA16 TAAR1, Fluo-8 calcium fluorescence; vehicle wells 0%, saturating PEA agonist 100%; activation, % at 3 µM; actives 0.99% (n = 360,000); AID 624467;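 active means activation above the mean activation of all test compounds in the run plus 3 SD, cut at about 38% in these data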
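Test system: RD-HGA16 (CHO) cells co-expressing Gα16 and hTAAR1; dosing: one-point dosing at 3 µM (nominal); timing: 17-24 h seeding, 75 min 37 °C dye, 30 min RT; signal: kinetic Fluo-8 calcium fluorescence; read-out basis: % activation relative to PEA EC100 response; controls: DMSO and PEA EC100; replicates: n 1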
CHO-K1 Ca ag – nonselective activator or artifact in parental CHO-K1 cells. activation, % at 3 µM. actives 0.48% (n = 360,000). Fluo-8 calcium fluorescence; scaled to maximal ATP response, vehicle zero. AID 602248; in the data active means activation above about 15%;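 further: untransfected CHO-K1 host cells lacking M1 receptor as counterscreen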
CHO parental Ca – counter-screen: ATP calcium response change in parental CHO cells. parental CHO-K1, ATP-induced calcium, Fluo-8 fluorescence. inhibition, % at 5.6 µM. actives 0.63% (n = 330,000). AID 463079;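 active means inhibition above that plate's mean sample inhibition plus 3 SD, cut at about 26% in these data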;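 further: 0% = ATP-challenged DMSO wells and 100% = DMSO wells without ATP; some compounds past the cut are filed as inactive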
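Assay system: parental CHO cells; Read-out basis: percent inhibition of ATP-evoked calcium rise, normalized to controls; Benchmarks: ATP and no-ATP DMSO wells; Compound dosing: single nominal dose of 5.6 µM per compound; Signal: Fluo-8 calcium dye fluorescence; Also added: ATP as calcium-mobilizing challenge; Repeats: singlicate.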
CHRM1 antagonist – human CHRM1 antagonism; P11229; actives 1.3% (n = 360,000); CHO-K1 hM1, Fluo-8 calcium fluorescence, ACh EC80 antagonist; inhibition, % at 3 µM;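 active means percent inhibition above its own plate's cutoff, namely the mean of that plate's compound wells plus 3 SD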;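 further: peak over basal fluorescence ratio during 140 s after agonist addition; 0% = ACh EC80 plus DMSO and 100% = DMSO alone without agonist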
M1 PAM parental – counter-screen for M1 PAMs: effect in parental CHO-K1 cells; activation, % at 3 µM; AID 602247; actives 0.02% (n = 360,000); ATP EC20, Fluo-8 calcium fluorescence; 0% at ATP EC20, 100% at ATP max;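 active means activation above the run cutoff, the mean activation of all test compounds plus 3 SD, cut at about 40% in these data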;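 further: peak over basal fluorescence ratio in a 140 s read after ATP addition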
M1 PAM – potentiates human M1 receptor response to acetylcholine; CHO-K1 hM1, Fluo-8 calcium fluorescence, ACh EC20; 0% = ACh EC20, 100% = maximal ACh; activation, % at 3 µM; actives 0.088% (n = 360,000); in the data active means activation above about 19%, passing the limit was not always enough
Starred values were filed as active, the others as inactive; nt = not tested or not shown; & = joins results of further samples.

No.	compound	M1 ag	CHO-K1 Ca antag	TAAR1 antagonist	TAAR1 agonist	CHO-K1 Ca ag	CHO parental Ca	CHRM1 antagonist	M1 PAM parental	M1 PAM
1	COc1ccc(-c2csc(NC(=S)NC(=O)c3ccc4ccccc4c3)n2)cc1OC	1	5	0	0	-0.2	1	-9	-6	16
2	O=C(Cc1ccccc1[N+](=O)[O-])Nc1ccccc1C(=O)N1CCOCC1	-7	-17	-2	0	0.5	-5	-3	8	6
3	Cc1cc(C(=O)COc2ccc(F)cc2Br)c(C)n1C	-1	-9	-20	2	-0.3	-14	8	-7	0
4	CC1=C(C(=O)OCc2ccccc2)C(c2ccccn2)c2c(n(C)c(=O)n(C)c2=O)N1 (stereo unspecified)	-6&-4	-20&2	6&-3	1&13	1.6&0.0	-7	-11&0	29&-2	6&-1
5	OCCC#Cc1ccc(CN2CCN(CCc3ccccc3)C(CCO)C2)cc1 (stereo unspecified)	-9	-4	0	3	0.5	-2	6	5	-8
6	O=C(Nc1nc(-c2ccccc2)c(-c2ccccc2)s1)c1ccc(S(=O)(=O)N2CCCC2)cc1	-6	4	107*	6	-0.2	0	-15	-6	7
7	O=C1c2ccccc2C(O)(c2ccccc2)N1C1CC1 (stereo unspecified)	-4	-12	4	-1	0.5	-7	-9	11	7
8	Cc1cc(C)c2nc(-c3cccnc3)cc(C(=O)Nc3ccc(S(=O)(=O)Nc4onc(C)c4C)cc3)c2c1	-7	-3	-15	-1	0.3	15	7	5	-5
9	O=c1[nH][nH]c2c1C(c1ccc(Cl)c(Cl)c1)OC(CCc1ccccc1)C2 (stereo unspecified)	nt	-13	-12	2	0.3	nt	nt	13	nt
10	COc1ccc(N=N/C(C(C)=O)=C(/C)O)cc1	-3	-11	2	6	2.2	5	-6	20	4
11	Cn1c(C(=O)Nc2ccc3c(c2)OCO3)cc2c(=O)n(C)c3ccccc3c21	-2	3	-1	1	0.2	-7	-7	9	2
12	S=c1cnc2ccccc2[nH]1	-6	-12	11	6	0.7	-9	-3	17	9
13	COc1ccc(C[C@H]2CN3C(=NC[C@@H]3Cc3ccc(O)cc3)N2CCNC(=O)c2ccc(C)c(Br)c2)cc1	-12	-11	-3	4	0.7	-10	0	8	-8
14	O=c1ccc(/C=C/c2ccccc2)nn1Cc1ccccc1Cl	-4	-19	17	4	2.5	-29	-1	24	2
15	Cc1cc(C)c(NC(=O)CN2C(=O)NC3(CCCCC3)C2=O)c(C)c1	-3	-19	-7	18	1.5	-9	-9	27	8
16	CC(C)Oc1ccc(CN2CCCC(CO)(Cc3ccccc3)C2)cc1CO (stereo unspecified)	-5	19	13	2	3.4	-17	25	-24	-11
17	CCCc1cc(=O)oc2c(CN3CCCC3)c(O)c(Cl)cc12	-2	29*	2	1	-0.4	-6	-2	-9	1
18	COc1cccc(CN(C)C(=O)C(Cc2ccccc2)NC(=O)c2ccccc2)c1OC (stereo unspecified)	-2	13	50*	11	4.7	-31	29*	-17	-12
19	O=C1/C(=C\c2cccc([N+](=O)[O-])c2O)SC(=S)N1Cc1ccccc1	0	-9	12	5	0.6	18	-7	-20	8
20	COc1ccc2nc(SCC(N)=O)[nH]c2c1	-3	2	10	7	0.8	-5	-11	8	5
21	Cn1c(SCC(=O)N2CC(=O)Nc3ccccc32)nnc1C(F)(F)F	0	-10	-10	1	1.3	nt	-1	3	4
22	COc1ccc(C(=O)CSc2nccn2C)c(OC)c1	-5	-7	15	0	3.0	nt	-10	16	5
23	CC(C)n1nnnc1C1c2ccccc2C(=O)N1Cc1cccs1 (stereo unspecified)	nt	-10	-24	3	0.5	nt	nt	1	nt
24	CCC(C)NC(=S)Nc1ccc(C(=O)OC)cc1 (stereo unspecified)	-7	-5	-10	12	4.0	0	-9	23	2
25	Cc1csc(NC(=O)Nc2cccc(Cl)c2)n1	3	6	15	20	8.0	14	5	3	3
26	Cc1cc(NC(=O)CSc2nc(C(C)C)nc3c2c(=O)n(C)c(=O)n3C)no1	-5	11	-8	3	1.8	-16	-4	-10	3
27	C=CCSc1nc2[nH]ncc2c(=O)[nH]1	-5	-3	5	3	-0.3	-4	-2	-6	-3
28	O=C1/C(=C/c2ccc(Cl)cc2)NC(=S)N1Cc1cccnc1	-2	-1	3	5	4.0	-14	6	10	-7
29	CCOC(=O)Cn1c(CN2CCOCC2)nc2c1c(=O)[nH]c(=O)n2C	0	8	-9	4	-0.3	-1	-7	-2	3
30	CCC(CO)Oc1cc(NCc2cc(C)cc(C)c2)c2ncn(C(C)C)c2c1 (stereo unspecified)	-10	-13	16	31	0.8	-21	7	15	-7
31	COc1ccc2cc3cc(C(=O)NCCN4CCc5ccccc5C4)oc3nc2c1	-7	-1	nt	nt	1.2	-11	-7	14	-1
32	CC(C)N1CC(O)=C(c2nc3ccccc3[nH]2)C1=N	-1	-7	11	0	0.4	4	-5	8	0
33	C#CCOCCOCCOCCNc1nc(N2CCN(C(=O)Cn3cc(CCO)nn3)CC2)nc(N2CCN(C(=O)[C@H](C)n3cc(CCCN=C(N)N)nn3)CC2)n1	-10	-4	3	1	0.0	nt	5	-11	-3
34	O=C(/C=C/c1c(F)cccc1Cl)Nc1cccnc1	-2	3	14	31	1.3	-6	-13	11	11
35	Cc1ccc(C(=O)NCCNC(=O)CN2CCCC2)cc1	-4	-16	-5	2	1.1	2	-2	19	6
36	COc1cccc(CNC(=O)CCC2CCCN(C(=O)c3ccccc3N(C)C)C2)c1 (stereo unspecified)	-3	-8	-10	-1	0.5	-7	11	3	-3
37	O=C(C[n+]1ccc(C(=O)NCc2ccccc2)cc1)c1ccc(OC(F)F)cc1	-7	-2	0	6	3.9	-3	4	16	-1
38	C[C@@H]1CN([C@@H](C)CO)C(=O)c2cccc(NC(=O)C3CCOCC3)c2O[C@H]1CN(C)S(=O)(=O)c1ccc(Cl)cc1	-7	-25	22	-1	1.2	-5	-10	15	12
39	O=C(NNC(=S)Nc1ccccc1)c1cc(Br)ccc1Cl	2	-2	-1	3	4.6	10	-8	-13	2
40	Cc1ccc(-n2c3c(cc(C(=O)NCCCN4CCOCC4)c2=O)C(=O)CC(C)(C)C3)cc1	-6	11	-11	0	0.0	-7	6	-9	-5
41	Cc1ccc(/C=C/S(=O)(=O)Nc2ccc(C)cc2)cc1	-8	2	-4	6	0.5	-17	-7	25	13
42	CCC(=O)N1CCN(c2ccc(NC(=O)COc3ccc(C)cc3C)cc2)CC1	-2	-14	7	12	7.6	-9	-9	11	6
43	Cc1ccc(S(=O)(=O)NCC(=O)OCc2cc(=O)oc3cc(C)ccc23)cc1	-1	-3	-10	2	2.8	-21	-5	-14	-1
44	O=[N+]([O-])c1ccc(N=NNc2ccc([N+](=O)[O-])cc2)cc1	-1	-6	-7	3	0.5	nt	2	-9	-1
45	COc1ccc(NC(=O)CSc2nn3c(=O)c(C)nnc3s2)cc1	-5	-5	-13	0	1.2	12	-15	26	9
46	CCOc1ccc(N2C(=O)C(CC(=O)Nc3ccccc3)N(Cc3ccccn3)C2=S)cc1 (stereo unspecified)	-3	-4	8	5	0.1	-26	2	1	1
47	CN(C)c1ccc(C(=O)N=c2sccn2C)cc1[N+](=O)[O-]	-4	6	9	1	0.2	-16	-11	3	5
48	O=C(Nc1ccncc1)c1ccc(NS(=O)(=O)c2cccc(F)c2)cc1	-2	-3	-7	1	0.6	-6	3	18	0
49	CC(Sc1nc2cc(Cl)ccc2s1)C(=O)Nc1ccc2c(c1)OCO2 (stereo unspecified)	-2	-5	36	2	1.8	-22	-3	12	-3
50	CC(C)C1C(=O)CC(c2ccccc2)NC1c1ccccc1 (stereo unspecified)	-7	-13	8	6	1.8	-21	-11	22	3
51	CS(=O)(=O)Nc1ccc(C2=NN(S(C)(=O)=O)C(c3ccc4c(c3)OCO4)C2)cc1 (stereo unspecified)	-5	-3	14	3	1.4	-8	-5	12	4
52	O=[N+]([O-])c1cnccc1-n1nnc2ccccc21	nt	-7	-7	0	0.5	nt	nt	4	nt
53	COc1cc(Cl)ccc1OC1(C)CCN(Cc2cccn2-c2nccs2)C1 (stereo unspecified)	-6	-9	-19	4	1.2	nt	-5	1	-7
54	Cc1nc2ccc(C(=O)NCCCn3ccnc3)cn2c1N(C)CC1CCCCC1	-9	-23	4	0	0.5	nt	-4	23	-10
55	Cc1ccc(OCC(=O)NCc2ccco2)c([N+](=O)[O-])n1	-2	-13	4	0	1.4	-6	-9	23	6
56	Cc1ccnc(N2CCC(C(=O)Nc3ccc4c(c3)CCC4)CC2)n1	-6	-12	13	20	0.8	-20	-17	17	13
57	Cn1c(SCc2n[nH]c(=S)n2-c2ccccc2)nnc1-c1ccccc1	-2	0	-28	2	-0.1	0	-6	22	15
58	CCC(=O)N1CCc2cc(Br)cc(S(=O)(=O)CCC(=O)NCCc3ccccc3)c21	-3	-12	0	29	0.6	-4	-7	18	9

Compounds as they come. About 4.4% of those tested had a hit in this group.
